RGS4 inh = human RGS4 inhibition; P49798; Potency, µM (series often up to 114 µM), without a hit: at the top dose activity change, negative = inhibition, most hits filed as inhibitors; Transcreener GDP fluorescence polarization, RGS4-accelerated GTP hydrolysis; 390,000 compounds, 0.039% hits; further: on the % scale 0 is the no-effect control and ±100 the full control effect; nearly all actives have a fitted effect of over 75% in size; some results filed as inactive show a strong effect at the top dose
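MLSMR compounds (23 nl, pin-transferred) preincubated 10 min at room temperature with a 500nM (2x) first reagent, then RGS4 at 900nM (2x) plus Transcreener GDP mix added; fluorescence polarization (620/688 nm) read before and after 90 min at 30 °C.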
12-LOX inh = blocks human arachidonate 12S-lipoxygenase; P18054; purified 12hLO, xylenol orange hydroperoxide absorbance; Potency, µM (doses to about 108 µM), for inactives: at the highest dose activity change, negative = inhibition, hits mostly inhibitors; 580,000 compounds, 1.1% hits; further: on the % scale 0 is the no-effect control and ±100 the full control effect
Target sequence (P18054 whole entry, looked up): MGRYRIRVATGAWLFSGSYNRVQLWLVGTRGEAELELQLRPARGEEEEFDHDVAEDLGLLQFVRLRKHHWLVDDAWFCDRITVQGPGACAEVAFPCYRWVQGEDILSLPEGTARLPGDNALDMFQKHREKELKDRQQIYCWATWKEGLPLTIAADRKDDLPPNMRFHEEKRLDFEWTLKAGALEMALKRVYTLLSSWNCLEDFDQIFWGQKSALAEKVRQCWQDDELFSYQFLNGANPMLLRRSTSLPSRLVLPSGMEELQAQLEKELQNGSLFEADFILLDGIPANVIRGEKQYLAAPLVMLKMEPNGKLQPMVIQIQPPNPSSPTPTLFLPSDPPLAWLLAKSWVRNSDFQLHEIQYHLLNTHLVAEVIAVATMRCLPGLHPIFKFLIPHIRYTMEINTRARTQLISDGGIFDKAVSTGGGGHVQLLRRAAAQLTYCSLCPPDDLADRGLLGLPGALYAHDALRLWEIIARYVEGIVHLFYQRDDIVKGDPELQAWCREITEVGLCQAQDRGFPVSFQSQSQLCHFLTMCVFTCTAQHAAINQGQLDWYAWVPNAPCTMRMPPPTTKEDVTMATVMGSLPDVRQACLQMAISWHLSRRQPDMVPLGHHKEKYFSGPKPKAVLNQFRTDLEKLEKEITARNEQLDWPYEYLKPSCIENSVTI
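Hydroperoxide product was detected by ferrous iron/xylenol orange as the 573 to 405 nm absorbance ratio. Arachidonic acid at 40 uM (final) was turned over for 30 min at room temperature by 150 nM human 12hLO, pH 7.0 Hepes buffer, after 15 min compound preincubation.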
Vif-APOBEC3G blk = blocks the Vif interaction with human APOBEC3G. Q9HC16. HeLa A3G-eYFP + Vif (tagged APOBEC3G with the HIV-1 protein that degrades it), YFP fluorescence, overnight. Potency, µM (highest dose often 46.1 µM), inactives show at the top dose activity, negative = active, most hits filed as inhibitors. 410,000 compounds, 0.076% hits. AID 602310;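 further: on the % scale 0 is the no-effect control and ±100 the full control effect; nearly all actives have a fitted effect of over 60% in size; hits raise eYFP signal because A3G escapes Vif-driven loss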
Target sequence (Q9HC16 whole entry, looked up): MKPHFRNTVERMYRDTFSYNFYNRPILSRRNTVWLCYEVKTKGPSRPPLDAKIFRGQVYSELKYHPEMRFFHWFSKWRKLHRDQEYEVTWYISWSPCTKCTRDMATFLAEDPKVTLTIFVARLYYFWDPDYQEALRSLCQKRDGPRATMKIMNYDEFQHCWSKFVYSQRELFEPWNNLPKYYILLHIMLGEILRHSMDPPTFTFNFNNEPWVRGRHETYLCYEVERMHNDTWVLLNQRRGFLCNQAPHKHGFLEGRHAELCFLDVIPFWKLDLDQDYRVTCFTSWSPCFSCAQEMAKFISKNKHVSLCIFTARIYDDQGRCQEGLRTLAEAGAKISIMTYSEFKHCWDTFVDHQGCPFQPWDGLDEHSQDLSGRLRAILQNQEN
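HeLa cells stably expressing Vif and C-terminally eYFP-tagged A3G, seeded overnight at 37 deg C, then exposed to compound by pintool overnight at 37 deg C. Rise in yellow fluorescence (Ex 488/Em 500-530, Acumen) marks blocked Vif-driven A3G degradation.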
rTrxR1 inhibitor = rat TrxR1 inhibition; O89049; AID 588453; 390,000 compounds, 1% hits; Potency, µM (series often up to 114 µM), for inactives: at the highest dose activity change, negative = inhibition, hits mostly inhibitors; recombinant rTrxR1, NADPH fluorescence consumption, selenite substrate; further: on the % scale 0 is the no-effect control and ±100 the full control effect; nearly all actives have a fitted effect of over 65% in size
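Rat TrxR1 (90 nM in the dispensed reagent) was pre-reduced with 400 uM NADPH for 5 min at room temperature, then incubated with compound for 15 min. After 400 uM selenite was added, NADPH fluorescence (Ex 340/Em 450 nm) was followed for 8 min.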
TrxR1 substrate = is turned over as a substrate by rat TrxR1; O89049; purified TrxR1 substrate turnover, NADPH consumption readout; Potency, µM (series often up to 114 µM), for inactives: at the top dose activity change, negative = substrate turnover; 390,000 compounds, 0.01% hits; further: on the % scale 0 is the no-effect control and ±100 the full control effect; nearly all actives have a fitted effect of over 50% in size
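Rat TrxR1, dispensed at 90 nM, was prereduced with 400 uM NADPH (final) for 5 min at ~22 deg C, then incubated with compound 15 min before 400 uM selenite. A first-read NADPH fluorescence drop versus no-compound background flagged substrates.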
Vif-A3F inh = blocks the Vif interaction with APOBEC3F; HeLa A3F-eYFP + Vif (tagged APOBEC3F with the HIV-1 protein that degrades it), YFP fluorescence increase; Potency, µM (doses to about 46.1 µM), inactives show top-dose activity, negative = active; 390,000 compounds, 0.2% hits; further: % of control where 0% means no effect; nearly all actives have a fitted effect of over 65% in size
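Fluorescence increase (Ex 488/Em 500-530) after overnight compound treatment at 37 deg C flags inhibition of Vif-driven A3F-eYFP loss in stable HeLa A3F-eYFP/Vif cells seeded overnight beforehand.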
IDH1 R132H inh = human IDH1 R132H inhibition; O75874; Potency, µM (doses to about 76.6 µM), for inactives: at the top dose activity change, negative = inhibition, usual class: inhibitors; IDH1-R132H enzyme, NADPH consumption, diaphorase/resazurin fluorescence; 390,000 compounds, 0.093% hits; AID 602179; further: on the % scale 0 is the no-effect control and ±100 the full control effect; nearly all actives have a fitted effect of over 65% in size
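IDH1-R132H (0.5 ug/mL) preincubated 30 min with compound, then NADPH (0.016 mM) and alpha-KG (2 mM) added; 80 min at RT, pH 7.5. Remaining NADPH coupled via diaphorase/resazurin to fluorescence (540/590 nm); concentration-response curves normalized to no-enzyme control.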
USP1 inh = USP1/UAF1 (human) deubiquitinase inhibition | recombinant USP1/UAF1, Ub-Rhodamine cleavage fluorescence | 390,000 compounds, 0.23% hits | O94782 | Potency, µM (highest dose often 57.1 µM), for the others: at the top dose activity change, negative = inhibition, most hits filed as inhibitors; further: on the % scale 0 is the no-effect control and ±100 the full control effect; nearly all actives have a fitted effect of over 60% in size; inactives centre near -12
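High-throughput fluorogenic screen: 1nM USP1/UAF1 complex, Ub-Rho substrate 150nM final, 50mM HEPES pH 7.8 with 0.5mM EDTA, 0.1 mg/ml BSA, 1mM TCEP and 0.01% Tween-20.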
RXFP1 agonist = RXFP1 (human) receptor agonism; 370,000 compounds, 0.3% hits; HEK293T-RXFP1 cAMP TR-FRET, 30 min; response scale: percent of porcine relaxin response, buffer zero; Potency, µM (titrated, usually from 57.5 µM), without a hit: at the highest dose activation, most hits filed as activators; further: on the % scale 0 is the no-effect control and ±100 the full control effect; nearly all actives have a fitted effect of over 60% in size; many of its hits are not listed in these tables
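Agonist response is measured as cAMP accumulation in an RXFP1-transfected HEK293T line under PDE4 inhibition. Values are scaled between buffer-only and 29 nM porcine relaxin, and EC50s come from standard Hill equation fits.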
Starred values were filed as active, the others as inactive; i = inactive; ? = inconclusive; . = not tested or not shown; [ ] = remark or other dose. The call rests on the fitted dose curve; in most records, active means well fitted curve in the direction sought with a large enough effect; inconclusive means small, poorly fitted or top-dose-only effect, or another doubt; inactive means no such curve, though single readings can be large; an effect the other way counts as inactive or inconclusive. Potency means the concentration at half of the fitted maximal effect.

SMILES	RGS4 inh	12-LOX inh	Vif-APOBEC3G blk	rTrxR1 inhibitor	TrxR1 substrate	Vif-A3F inh	IDH1 R132H inh	USP1 inh	RXFP1 agonist
CCOC(=O)N1CCC(NC(=O)CSCc2nc(-c3ccc(OC)cc3)oc2C)CC1	-8%[11.4 µM]	-4%	1%	15%	10%	1%	-8%	-14%	1.7%
CCCCn1c(N)c(N(CC(C)C)C(=O)CCCn2c(=O)oc3ccccc32)c(=O)[nH]c1=O	-5%	1%	0%	1%	-7%[57.1 µM]	-30%	-11%	-1%	-1.4%
CC(C)c1ccc(NC(=O)COc2ccccc2)cc1	4%	0%	-1%	14%[57.1 µM]	1%	-8%	6%	-20%	-0.7%
Cc1ccc(C(=O)N2CCCC(Nc3ccc(F)cc3)C2)cc1C (stereo not given)	36%	-8%	9%	-5%	-6%	-9%	0%	-5%	-0.6%
O=C(CN1CCN(S(=O)(=O)c2ccc(Cl)cc2)CC1)NC1CCCC1	27%	0%	-1%	13%	0%	1%	0%	-9%	-1.7%
COc1ccccc1OCCn1cc(C(=O)c2ccco2)c2ccccc21	-18%	-1%	0%	13%[57.1 µM]	4%[57.1 µM]	-5%	-2%	-20%	-1.1%
O=C1C=C(CCc2ccccc2)CCC1	.	-4%	3%	.	.	2%	21%	-20%	.
CCOC(=O)c1c(NC(=O)c2ccc(Cl)s2)sc(C)c1C	-12%	0%	1%	0%	4%	-12%	13%	-21%	1.7%
Cc1ccc(NC(=O)C(=O)NCC(c2cccnc2)N2CCN(C)CC2)cc1C (stereo not given)	33%	-14%	3%	6%	-5%	-6%	0%	-12%	-1.4%
Cc1onc(-c2ccccc2Cl)c1C(=O)N/N=C(\N)COc1ccc(Cl)cc1	-14%	?	3%	-8%	-6%	-8%	0%	-13%	-0.6%
CN1C(=O)CC(N2CCC(c3nc4ccccc4s3)CC2)C1=O (stereo not given)	-10%	0%	0%	-14%	-6%	-1%	-10%	-21%	-1.9%
Cc1occc1-c1nnc(SCCNCCO)o1	-9%	-1%	8%	28%[57.1 µM]	-11%[57.1 µM]	-1%	10%	-5%	1.0%
CCOC(=O)c1cc(-c2ccccc2)sc1NC(=O)C(C)OC(=O)c1ccncc1 (stereo not given)	-8%	7%	2%	-9%	1%	-10%	2%	-21%	7.6%
CC(=O)c1ccc(NC(=O)/C(=C\c2cccs2)NC(=O)c2ccco2)cc1	-25%	-6%	8%	1%[57.1 µM]	3%[57.1 µM]	-13%	-3%	-12%	2.9%
CCOc1ccc(C(C)(C)C)cc1S(=O)(=O)N1CCOCC1	3%[11.4 µM]	0%	0%	6%[57.1 µM]	5%[57.1 µM]	1%	-3%	-11%	0.6%
O=C(Nc1ccc2ncccc2c1)Nc1ccc2ncccc2c1	?	4%	-9%	5%[57.1 µM]	-3%[57.1 µM]	0%	-5%	-25%	1.1%
CCS(=O)(=O)N1CCC(c2nc(-c3ccc(C)cc3)no2)CC1	13%	20%	4%	14%	9%	-4%	0%	-15%	1.5%
CC1CCCCC1NC(=O)CN1C(=O)NC(C)(c2cc(F)ccc2F)C1=O (stereo not given)	-2%	-3%	0%	17%	5%	-18%	7%	-18%	-2.8%
CCOC(=O)c1oc2ccc(/C=N/O)c(Cl)c2c1C	-8%	-12%	-7%	12%	7%[57.1 µM]	2%	2%	-14%	-1.9%
CCC(NC(=O)Nc1ccc(O)cc1)(C(F)(F)F)C(F)(F)F	-26%	-22%	1%	9%[57.1 µM]	-9%	2%	1%	-17%	-1.5%
O=C1NC(=O)C2(CCc3ccccc32)N1 (stereo not given)	23%	i	2%	2%	-2%	.	16%	-8%	-0.9%
CCOC(=O)c1cccc(NC(=S)N2CCN(c3ncc4c(=O)c(C(=O)O)cn(CC)c4n3)CC2)c1	6%	-21%	2%	15%[57.1 µM]	0%[57.1 µM]	-1%	3%	3%	1.2%
COc1ccc(C(=O)NC(=O)NC2(C(Cl)(Cl)Cl)OCCO2)cc1	-4%	52%[activator]	-9%	16%	3%	-4%	8%	-21%	4.2%
N#Cc1c(NC(=O)C2CC=CCC2C(=O)O)sc2c1CCCCCC2 (stereo not given)	1%	-19%	2%	14%	4%	-15%	-2%	2%	-0.1%
CCOC(=O)c1cc(C#N)c(Nc2ccccc2OC)nc1C(F)(F)F	-19%	?	-1%	-10%[57.1 µM]	7%	10%	3%	-7%	6.4%

Only Vif-APOBEC3G blk and TrxR1 substrate, for 3 of the compounds above:
| compound | Vif-APOBEC3G blk | TrxR1 substrate |
| --- | --- | --- |
| CCOC(=O)c1oc2ccc(/C=N/O)c(Cl)c2c1C | -7% | 7%[57.1 µM] |
| CCC(NC(=O)Nc1ccc(O)cc1)(C(F)(F)F)C(F)(F)F | 1% | -9% |
| O=C1NC(=O)C2(CCc3ccccc32)N1 (stereo not given) | 2% | -2% |

(further entries)
SMILES	RGS4 inh	12-LOX inh	Vif-APOBEC3G blk	rTrxR1 inhibitor	TrxR1 substrate	Vif-A3F inh	IDH1 R132H inh	USP1 inh	RXFP1 agonist
Cc1c(Cl)cccc1NC(=S)N1CCCCCC1	19%	0%	3%	10%	0%	-18%	-2%	-4%	0.0%
C[C@@H]1CN([C@@H](C)CO)C(=O)c2cccc(NS(C)(=O)=O)c2O[C@H]1CN(C)Cc1ccc(Oc2ccccc2)cc1	4%	-4%	0%	-7%[57.1 µM]	4%[57.1 µM]	3%	-10%	-20%	.
Cc1ccc(-c2nnc(N(C)C(=O)c3cccnc3)s2)cc1	3%	0%	3%	-5%[57.1 µM]	-6%[57.1 µM]	-2%	1%	-2%	1.6%
O=C(COC(=O)C1Cc2ccccc2CN1C(=O)c1ccccc1)Nc1ccc(SC(F)F)cc1 (stereo not given)	12%	19%	0%	7%	-3%	-11%	2%	-3%	3.2%
O=C(Nc1ccccc1Cl)NC1(C(=O)NCCCN2CCOCC2)CCCCC1	10%	-2%	3%	-5%	-5%	4%	-1%	-9%	1.0%
Cc1ccc(-n2ncc3c2CCCC3NC(=O)CCN2CCCC2=O)cc1C (stereo not given)	3%	4%	6%	10%	5%	-22%	3%	-6%	2.0%
CCN1CCN(C(=O)c2ccc(CS(=O)(=O)Cc3ccccc3C)o2)CC1	18%	17%	-2%	12%	-6%	1%	-2%	-3%	0.8%
CC(C)COc1ccccc1C(=O)NC(CO)C(=O)O (stereo not given)	-34%	?	0%	13%	5%	6%	5%	-18%	0.2%
CCOC(=O)N1CCN(C(=O)CN(Cc2ccc(Cl)cc2)S(C)(=O)=O)CC1	0%	0%	-2%	16%[57.1 µM]	12%[57.1 µM]	3%	-1%	-16%	1.9%
CCn1c(SCc2nc3ccccc3c(=O)[nH]2)nc2ccccc2c1=O	-14%	13%	-11%	-3%	-5%	.	12%	-9%	4.2%
CC(C)(C#CCN1CCCC1)OCCC#N	17%	0%	-1%	-23%	-3%	3%	3%	-15%	-0.4%
CN(C)c1nc(OCC(=O)NC(C)(C)C)nc(N(C)C)n1	19%	10%	0%	12%	7%	-7%	1%	-19%	1.0%
CC(C)CNC(=O)CSc1nnc(CN2CCCCCC2=O)n1-c1ccccn1	-2%	0%	1%	6%	5%	-5%	0%	8%	0.4%
CCCCNC(=O)Nc1ccccc1CC	15%	201%[activator]	-3%	8%[57.1 µM]	5%	-4%	8%	-27%	2.5%
CCS(=O)(=O)N1CCN=C1SC(C)c1ccccc1 (stereo not given)	-14%	-5%	-1%	20%	6%	3%	2%	-6%	-3.3%
CCOc1ccc(N(CC(=O)NCCc2ccccc2)C(=O)CCC(=O)Nc2nccs2)cc1	5%	11%	0%	22%	4%	-1%	-7%	-25%	0.4%
CC(=O)Nc1cccc(NC(=O)C(=O)NCCc2sc(-c3ccccc3)nc2C)c1	-28%	?	6%	23%[57.1 µM]	5%[57.1 µM]	-7%	6%	-24%	-0.7%
CC[C@@H](CCC=C(C)C)C(=O)N(Cc1ccccc1)c1ccccc1	-20%	?	0%	11%	0%	0%	?	-16%	1.1%
O=C(Cn1cc(S(=O)(=O)N2CCN(c3ccccc3F)CC2)c2ccccc2c1=O)Nc1cccc(C(F)(F)F)c1	-22%	0%	-4%	6%	-2%	-4%	6%	-24%	3.5%
CCOC(=O)Cc1csc(NC(=O)COc2cc(C)cc(C)c2)n1	21%	6%	1%	23%	-2%	0%	1%	-16%	0.8%
CSC1=C(C#N)C(c2ccccc2C)C(C#N)=C(N)N1 (stereo not given)	7%	?	-21%	50µM*	-4%	3%	?	-26%	6.3%
COc1ccc(CNC(=O)c2ccc(NC(=O)N3CCSc4ncccc43)cc2)cc1	4%	-22%	-7%	11%	8%	-5%	-2%	5%	0.3%
Nn1c(SCC(=O)Nc2nnc(-c3ccccc3)o2)nnc1C1CC1	7%	?	3%	12%[57.1 µM]	1%[57.1 µM]	0%	-2%	-4%	-1.8%
CC(=O)c1cccc(OCC(O)CNCCOc2ccc(C)cc2)c1 (stereo not given)	-19%	?	1%	17%[57.1 µM]	6%[57.1 µM]	2%	2%	-22%	-4.5%
CCNCC(=O)N1c2ccccc2CCc2ccc(NC(C)=O)cc21	26%	17%	1%	-5%	10%	-5%	5%	3%	-0.9%

This is a subset; count on the stated rates, not on these rows.
